# Screening data as filed in PubChem BioAssay.
# KDM5B inhibitor – Primary screen for KDM5B Histone Demethylases FDH-coupled qHTS. KDM5B demethylase, FDH-coupled NADH fluorescence (FDH is formaldehyde dehydrogenase). Potency, µM (highest dose often 57.7 µM), without a hit: top-dose activity change, negative = inhibition, usual class: inhibitors. 2.6% of 220,000 active; active means well fitted inhibition curve with a large enough effect; inconclusive means small, poorly fitted or top-dose-only effect; inactive means no such curve, though single readings can be large or run the other way; further: 0% is about no effect; nearly all actives have a fitted effect of over 70% in size
# Target sequence (Q9UGL1 whole entry, looked up): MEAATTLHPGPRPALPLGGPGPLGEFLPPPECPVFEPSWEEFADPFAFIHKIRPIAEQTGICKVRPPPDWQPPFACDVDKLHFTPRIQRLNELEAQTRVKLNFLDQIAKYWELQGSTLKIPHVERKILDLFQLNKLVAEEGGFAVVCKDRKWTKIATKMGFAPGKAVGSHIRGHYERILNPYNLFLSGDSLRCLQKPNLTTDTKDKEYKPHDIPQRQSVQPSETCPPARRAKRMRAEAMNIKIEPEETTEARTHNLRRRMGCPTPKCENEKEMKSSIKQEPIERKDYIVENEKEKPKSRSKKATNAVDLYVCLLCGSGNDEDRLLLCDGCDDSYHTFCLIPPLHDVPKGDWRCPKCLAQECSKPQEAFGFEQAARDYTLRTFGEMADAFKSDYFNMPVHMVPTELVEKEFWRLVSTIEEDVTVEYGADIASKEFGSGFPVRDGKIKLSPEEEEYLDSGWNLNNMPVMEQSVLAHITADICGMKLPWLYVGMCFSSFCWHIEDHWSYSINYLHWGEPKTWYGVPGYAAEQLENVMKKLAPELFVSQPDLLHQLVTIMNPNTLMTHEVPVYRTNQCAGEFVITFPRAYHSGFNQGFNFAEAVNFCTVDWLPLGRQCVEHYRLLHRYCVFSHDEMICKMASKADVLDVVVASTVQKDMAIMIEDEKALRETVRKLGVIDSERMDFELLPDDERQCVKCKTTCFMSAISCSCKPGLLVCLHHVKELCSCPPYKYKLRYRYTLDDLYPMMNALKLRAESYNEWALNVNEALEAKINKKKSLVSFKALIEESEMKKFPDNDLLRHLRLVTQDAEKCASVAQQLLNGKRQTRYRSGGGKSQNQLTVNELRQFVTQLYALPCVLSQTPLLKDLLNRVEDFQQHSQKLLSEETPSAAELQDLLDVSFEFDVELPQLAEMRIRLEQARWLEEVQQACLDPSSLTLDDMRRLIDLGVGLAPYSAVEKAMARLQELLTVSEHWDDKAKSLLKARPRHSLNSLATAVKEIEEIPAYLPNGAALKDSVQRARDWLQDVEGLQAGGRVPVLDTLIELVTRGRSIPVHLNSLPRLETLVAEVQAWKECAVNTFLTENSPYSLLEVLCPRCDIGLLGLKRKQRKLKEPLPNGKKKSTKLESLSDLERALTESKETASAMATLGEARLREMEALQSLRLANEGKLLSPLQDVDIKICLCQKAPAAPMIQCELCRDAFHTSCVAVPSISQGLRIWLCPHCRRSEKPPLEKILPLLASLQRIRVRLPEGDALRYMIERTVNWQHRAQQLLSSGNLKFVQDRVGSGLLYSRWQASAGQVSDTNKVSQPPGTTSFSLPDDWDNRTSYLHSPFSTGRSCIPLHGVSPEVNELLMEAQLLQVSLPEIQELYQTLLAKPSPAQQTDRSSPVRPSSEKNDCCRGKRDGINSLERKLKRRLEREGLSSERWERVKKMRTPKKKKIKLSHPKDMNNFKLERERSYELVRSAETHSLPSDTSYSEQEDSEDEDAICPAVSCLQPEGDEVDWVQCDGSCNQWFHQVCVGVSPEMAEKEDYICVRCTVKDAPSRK
#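 Here, H3K4me3 peptide (12.5 µM in substrate mix) is demethylated by KDM5BΔAP, 200 nM final, after 10 min compound exposure. Formaldehyde product is coupled through FDH (0.25 U/mL in mix) to NADH fluorescence; 30-min ΔRFU feeds dose-response curves.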
# * hit, by the source's call; i = inactive; ? = inconclusive; [ ] = dose if it differs, or a comment. Potency means the concentration at half of the fitted maximal effect. A portion of the library; count on the stated rates, not on these rows.
Compound,KDM5B inhibitor
CCOC(=O)c1ccc(NC(=O)C2CCCN(c3cnccn3)C2)cc1 (configuration not stated),?
O=C(Cc1n[nH]c(=O)c2ccccc12)Nc1ccc(S(=O)(=O)N2CCCC2)cc1,8%
N#Cc1nc(COc2ccc(Cl)cc2)oc1NCc1ccco1,?
O=C(CSC1=Nc2ccccc2N=C(c2ccc(F)cc2)C1)Nc1cccc(C(F)(F)F)c1,?
Cc1cccc(N/N=C/c2ccc(Cl)c(Cl)c2)c1,5%
COc1ccccc1N1CCN(S(=O)(=O)c2ccc(-c3cnc(C4CC4)o3)cc2)CC1,3%
Cn1nc(-c2ccccc2)c(-c2ccccc2)c(C(=O)Nc2ccc(S(N)(=O)=O)cc2)c1=O,-23%
O=C(NCc1nnc(SCC(=O)N2CCN(c3ccccc3)CC2)o1)c1c(F)cccc1F,0%
Cn1c(CN2CCOCC2)nnc1C1CCCN(CCC(=O)O)C1 (configuration not stated),-11%
CCCCNc1oc(-c2ccc(S(=O)(=O)N3CCOCC3)cc2)nc1C#N,i
COC(=O)c1ccc(CNC(=O)c2cccc(C)c2C)cc1,20%
O=C1NCCCCCN(C(=O)c2ccc3ccccc3n2)[C@H]2CCC[C@@H]12,-1%
CCOC(=O)c1cnc(SCC(=O)Nc2ccc(C)c(Cl)c2)nc1N,5%
Cc1cccc(Nc2nc(N)nc(CN3CC[C@@](O)(C4CCC4)[C@H](C)C3)n2)c1,-6%
COc1ccc(-c2[nH]ncc2C(=O)NCc2ccc(F)cc2)cc1,-3%
O=C1c2cc(N3CCOCC3)nc(-c3cccc(O)c3)c2CN1CC(F)(F)F,40µM*
CCN1C(=O)C2CC3(CCN(C(=O)CCc4c(C)nn(C)c4C)CC3)CN2C1=O (configuration not stated),4%
Cn1nnc2c(N3CCN(c4ccccc4Cl)CC3)ncnc21,?
Cc1ccc(/C=C/c2onc(C)c2S(=O)(=O)N2CCC(C(=O)Nc3ccc(C)c(N(C)C)c3)CC2)cc1,-7%
Cc1ccc(-c2nc(S(=O)(=O)c3ccccc3)c(N3CCN(c4ccccc4)CC3)o2)cc1,-8%
COc1ccc(S(=O)(=O)N[C@H](C)c2onc(C)c2C(=O)O)cc1,3%[86.2 µM]
CCOC(=O)c1cc2c(Cl)cc(Cl)cc2[nH]1,4%
Fc1ccc(-n2ncc3c(NC4CCCCC4)ncnc32)cc1,-11%
O=C(Cc1ccc(Cl)c(Cl)c1)N/N=C/c1cccnc1,25%

# Rewritten as labelled records: part of the list above
Cc1ccc(-c2nc(S(=O)(=O)c3ccccc3)c(N3CCN(c4ccccc4)CC3)o2)cc1
  KDM5B inhibitor = -8%
COc1ccc(S(=O)(=O)N[C@H](C)c2onc(C)c2C(=O)O)cc1
  KDM5B inhibitor = 3%[86.2 µM]
CCOC(=O)c1cc2c(Cl)cc(Cl)cc2[nH]1
  KDM5B inhibitor = 4%
Fc1ccc(-n2ncc3c(NC4CCCCC4)ncnc32)cc1
  KDM5B inhibitor = -11%

# Next part.
Compound,KDM5B inhibitor
Cc1scnc1C12CC3CC(CC(C3)C1)C2,13%
COc1ccc(CCN(C)C(=O)CC(c2cccc(F)c2)c2cn(C)c3ccccc23)cc1OC (configuration not stated),-33%
CCCCCNc1nc2c(c(=O)n(C)c(=O)n2C)n1Cc1ccccc1F,15%
CCN(CC)C(=O)C[C@@H]1c2nc(NC(=O)C3CCC3)sc2C[C@@H]2[C@](C)(CO)[C@H](O)CC[C@]21C,-19%
Cc1cc(CNC(=O)[C@H]2CNC[C@@H](C(=O)N3CCCC3)C2)n(C)n1,3%
Cc1cccc(C)c1NC(=O)c1nc(SC(C)C)ncc1Cl,-7%
O=C(Cc1ccc(-c2ccccc2)cc1)NCCS(=O)(=O)N1CCN(c2ccccc2)CC1,?
CN(C)S(=O)(=O)c1ccc2c(c1)N(CC(=O)Nc1ccc(OC(F)(F)F)cc1)C(=O)CS2,-25%
COc1cccc([S+](=O)([O-])N2CCC3(CC2)COc2ccccc2NC3=O)c1,-18%
O=C(NCC1CCN(Cc2cccc(Cl)c2)CC1)c1cc2ccc3cccnc3c2[nH]1,4%
CCOC(=O)/C=C1/CCC(C=O)=C1N1CCOCC1,-14%
COc1ccccc1-c1ccc2ncc(Nc3cc(F)cc(N4CCOCC4)c3)n2n1,-4%[86.2 µM]
CCCn1nc(C(=O)NCc2cccc(Cl)c2)c2ccccc2c1=O,8%
COc1ccc(CN2CCOc3ccc(C(=O)NCc4ccccc4F)cc3C2)cc1OC,-17%
Cc1ccc(OCc2nc(-c3ccc(C(=O)N4CCN(c5ccccc5F)CC4)cc3)oc2C)cc1,11%
CCCNC(=O)N(C1CCOCC1)C1CCN(C(=O)c2cc(Cl)ccc2OC)CC1,-5%
O=[N+]([O-])c1cc(-c2nc(-c3ccccc3)no2)ccc1NCc1cccnc1,-16%
COc1ccc(C(=O)/C=C/Nc2ccc(S(=O)(=O)Nc3nc(C)cc(C)n3)cc2)c(OC)c1,?
CCOC(=O)C1CCCN(C(=O)c2c(C)oc3c2CN(Cc2ccc(C)cc2)CC3)C1 (configuration not stated),?
Cc1ccc(F)c(NC(=O)CCc2c(C)nc(C)[nH]c2=O)c1,6%
CCCCNC(=O)CCc1c[nH]c2ccccc12,-12%
O=C(Nc1ccc(Cl)cc1F)c1nccnc1-c1nc2ccccc2s1,-18%
Cn1cc(S(=O)(=O)N2CCCC(C)(c3ccccc3)C2)cn1 (configuration not stated),15%
O=C(NCc1ccccc1)Nc1cc(Cl)ccc1Cl,7%
O=C(C1CC1)N1CCC2(CC1)CC(N(Cc1ccc(F)cc1)C1CC1)CCO2 (configuration not stated),-18%
CCOC(=O)CSc1nnc2c3c(c(C#N)c(Nc4ccc(C)cc4)n12)CC(C)(C)OC3,-6%
COc1ccc(N2C(=O)CN(C3CCCCC3)[C@H]3CS(=O)(=O)C[C@H]32)cc1,-19%
CNC(=O)c1cc2cc(-c3c(C)noc3C)nc(-c3cccnc3OC)c2o1,35µM*
CCc1cc(=O)oc2cc(OC(C)C(=O)NC3CCCCCC3)ccc12 (configuration not stated),?
Cc1[nH]nc(Nc2ccc(Br)cc2)c1[N+](=O)[O-],-9%
COc1cc(OC)c(NC(=O)N2CCc3cc(OC)c(OC)cc3C2CC(=O)O)cc1Cl (configuration not stated),-3%
CC(C)CNC(=O)N1CCC(c2nc(CCOCC3CCOCC3)no2)C1 (configuration not stated),10%
CS(=O)(=O)N1CCCN(C(=O)COc2ccccc2)CCNC(=O)CC1c1ccccc1 (configuration not stated),15%
CCC(CC)C(=O)N[C@H]1CO[C@H]2[C@@H]1OC[C@H]2OC(=O)Nc1ccccc1,-1%[86.2 µM]
Cc1ccc(-n2nc(N3CCN(C(=O)Nc4ccccc4C)CC3)ccc2=O)cc1C,-1%
Cc1[nH]c2ccccc2c1C(=O)CSc1ccc(Cl)cc1,6%
CS(=O)(=O)NC[C@H]1OC[C@@H](NCc2ccccn2)[C@@H]1O,-16%[86.2 µM]
COc1cc(OC)c(C2=CCN(C(=O)c3ccc(OCc4noc(C)n4)cc3)CC2)c(OC)c1,6%
O=C(c1ccc(F)cc1Cl)N1CCC(n2cc(-c3nc(C4CC4)no3)nn2)C1 (configuration not stated),-21%
COc1ccc(C(=O)N[C@@H]2C=C[C@@H](c3c(C)nn(-c4ccccc4)c3C)C2)cc1,8%[86.2 µM]
COc1cccc(NC(=O)C2CCCN(C(=O)c3ccc(OC)c4ccccc34)C2)c1 (configuration not stated),-4%
Cc1cc(C)c2oc(-c3cccc(NC(=O)c4ccc(-c5cccc([N+](=O)[O-])c5)o4)c3)nc2c1,-22%
CC(NC(=O)c1ccccc1Cl)c1ccc(-n2ccnc2)cc1 (configuration not stated),0%
COc1ccccc1-n1c(SCc2nnnn2-c2ccccc2)nnc1N1CCCCC1,17%
COc1ccc(CN2CCC3(C2)NC(=O)c2ccccc2O3)cc1 (configuration not stated),15%[86.2 µM]
Cc1ccc(C)c(NC(CNS(=O)(=O)c2ccccc2)c2ccccc2)c1 (configuration not stated),-25%
COc1ccc(CCNC(=O)Cc2c(C)c3ccc(O)cc3oc2=O)cc1OC,i
COc1ccc(C(=O)NC2CCN(c3cc(-c4ccc(F)cc4)[nH]n3)CC2)c(C)c1,-7%

# More results follow:
Compound | KDM5B inhibitor
Cc1ccc(CN2CCSc3ccc(C(=O)N4CCN(c5cccc(C)c5C)CC4)cc32)cc1 | -71%
C=CCOC(=O)Nc1nc2c(s1)C[C@@H]1[C@](C)(CO)[C@H](O)CC[C@@]1(C)[C@@H]2CC(=O)N(CC)CC | 1%
Cc1[nH]c2ccccc2c1C(=O)C(=O)Nc1ccccc1CN(C)C | 7%
Cc1ccc(-n2nc(C)c3c(C(=O)NCc4ccccc4)cc(C4CC4)nc32)cc1 | -9%
Cc1cc(F)ccc1NC(=O)C12CC3CC(CC(C3)C1)C2 | 28%
COc1ccc(Cc2nc3nccc(-c4ccccn4)n3n2)cc1 | ?
COc1ccccc1C(=O)NCc1nnnn1-c1ccc(C)c(C)c1 | ?
COc1cc(OC)c(NC(=O)N2CCc3c(sc4c3CCCC4)C2c2ccccc2)cc1Cl (configuration not stated) | -24%
O=C(c1ccn(C(F)F)n1)N1CCCC(c2ccccc2)(c2ccccc2)C1 | -22%
CC1(C)C2CC=C(/C=N/NC(N)=O)C1C2 (configuration not stated) | -14%
O=C(OCc1ccc([N+](=O)[O-])cc1)c1ccc(OC(F)(F)F)cc1 | 26%
Cc1cccc(C(=O)NC(Nc2ccccc2)C(Cl)(Cl)Cl)c1 (configuration not stated) | 12%
COC(=O)c1ccc(CSc2nc3c([nH]c4ccccc43)c(=O)n2-c2ccc(OC)cc2)o1 | -16%
O=C(CCS(=O)(=O)c1ccc2c(c1)NC(=O)CS2)NCc1ccccc1 | -32%
O=C(c1cccc(Cl)c1)N1C[C@@H](CO)[C@H](c2nc(C3CC3)no2)C1 | 9%
COc1cccc([C@@H]2CN(C(=O)CCCn3cnnn3)C[C@H]2C(=O)O)c1 | -14%
Cc1cccc(C(=O)Nc2ccc3oc(-c4ccc(F)cc4)nc3c2)c1 | 5%
COCC(=O)N1CCc2nc(C3CC3)nc(-c3ccc(Cl)cc3)c2C1 | -23%
O=C(/C=C/c1cccc(O)c1)c1ccsc1 | -24%
COc1ccc(OC)c(CN2CCC3(CC2)Nc2ccccc2NC3=O)c1 | 5%
Cc1ccc(NC(=O)N2CCCC(Cn3c(C4CC4)nc4cccnc43)C2)cc1 (configuration not stated) | 15%
Cn1nc(C(=O)NN2C(=O)NC3(CCCCC3)C2=O)c2ccccc2c1=O | 16%
CCOC(=O)c1oc2ccc(CC#N)cc2c1C | -11%
COc1cccc(-c2nc(CS(=O)(=O)CC(=O)Nc3cccc(C(C)=O)c3)c(C)o2)c1 | 0%
COc1ccc(-c2nnc(SCC(=O)Nc3ccc(C(C)C)cc3)nc2-c2ccc(OC)c(OC)c2)cc1OC | ?
Oc1cccc(/C=C/c2nc(-c3ccc(F)cc3)cs2)c1 | ?
O=c1c(Cl)c(Oc2cccc(OCC(F)(F)F)c2)cnn1-c1ccc(C(F)(F)F)cn1 | -13%
CCCCn1nc(C(=O)Nc2nc(C(C)=O)cs2)c2ccccc2c1=O | 14%
CCN(CC)S(=O)(=O)c1ccc(OC)c(-n2cnnn2)c1 | 5%
COCCNC(=O)C1COC2(CCN(C(=O)c3ccccc3Cl)CC2)N1C(=O)c1cccc(C)c1 (configuration not stated) | 0%
Cc1nn(-c2cc(N3CCOCC3)ccc2[N+](=O)[O-])c(=O)c2ccccc12 | -9%
Cc1ccc2c(CN3CCN(C)CC3)cc(=O)oc2c1 | -1%
CC(C)Cc1nn2c(=O)cc(COC(=O)c3ccc(NC(=O)CCc4ccccc4)cc3)nc2s1 | -19%
O=C(COc1ccc2c(=O)c(-c3ccccc3)coc2c1)N1CCN(c2ccccc2)CC1 | 8%
Cc1sc2ncnc(Sc3nnc(-c4ccccc4F)n3C)c2c1C | -16%
Cc1ccc(OCc2nc(C3CCCN3C(=O)c3sc(C)nc3C)no2)cc1 (configuration not stated) | -7%
CCCCCn1c(SCC(N)=O)nc2c1c(=O)[nH]c(=O)n2C | -12%
CC1=C(c2ccc(C(C)C)cc2)S(=O)(=O)N=C1N1CCC(C(=O)NCCc2ccco2)CC1 | ?
CCn1nc(C(=O)N(C)C2CCCc3ccccc32)c2ccccc2c1=O (configuration not stated) | 0%
O=C(c1ccc(-c2ccc(CO)cc2)nc1)N1CCC(Oc2cccnc2)CC1 | -10%
CC1CN(C(=O)c2ccc(NS(=O)(=O)c3ccc(C(C)(C)C)cc3)cc2)CC(C)O1 (configuration not stated) | 12%
Cc1ccc(-c2cc(O)c3c(c2)CN(C(=O)[C@@H](N)Cc2cnc[nH]2)CCO3)cc1 | ?
O=C(CN1CC2CC(C1)[C@H]1CCCC(=O)N1C2)Nc1ccccc1 (some centres not stated) | -13%

# Exported field by field: four of the compounds above.
> CC(C)Cc1nn2c(=O)cc(COC(=O)c3ccc(NC(=O)CCc4ccccc4)cc3)nc2s1
  KDM5B inhibitor = -19%
> O=C(COc1ccc2c(=O)c(-c3ccccc3)coc2c1)N1CCN(c2ccccc2)CC1
  KDM5B inhibitor = 8%
> Cc1sc2ncnc(Sc3nnc(-c4ccccc4F)n3C)c2c1C
  KDM5B inhibitor = -16%
> Cc1ccc(OCc2nc(C3CCCN3C(=O)c3sc(C)nc3C)no2)cc1 (configuration not stated)
  KDM5B inhibitor = -7%
